# Pin1 inh: blocks the human prolyl isomerase Pin1. Q13526. Pin1 FP peptide displacement, HiFluor488, 10 min. Potency, µM (titrated, usually from 115 µM), without a hit: top-dose activity, negative = inhibition, most hits filed as inhibitors. 390,000 compounds, 0.009% hits; active means well fitted inhibition curve with a large enough effect in the polarisation, with a control signal flat, not every such curve was filed as active; inconclusive means small, poorly fitted or top-dose-only effect, or effect the other way, or a change in a side signal; inactive means no such curve, though single readings can be large or run the other way; the % refers to the polarisation; further: on the % scale 0 is the no-effect control and ±100 the full control effect
# HP1b binding inh: HP1-beta chromodomain-methylated histone interaction inhibition. P83916. AlphaScreen HP1-beta / biotin-H3K9me3 peptide binding. Potency, µM (highest dose often 114 µM), without a hit: at the highest dose activity change, negative = inhibition, most hits filed as inhibitors. 390,000 compounds, 0.56% hits. AID 540317; further: nearly all actives have a fitted effect of over 70% in size; inactives centre near 23
#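 AlphaScreen: HP1-beta (50 nM) preformed 30 min with biotin-H3(1-18)K9me3 peptide (50 nM) in PBS pH 7.4, 0.01% Tween-20. Compound added for 30 min at RT, then streptavidin donor/nickel chelate acceptor beads (10 ug/mL) for 30 min.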
# JMJD2A Tudor inh: blocks the human JMJD2A Tudor domain; 390,000 compounds, 4.4% hits; O75164; AlphaScreen JMJD2A-Tudor / H3K4me3 peptide binding; AID 504339; Potency, µM (top dose mostly 114 µM), for inactives: at the top dose activity change, negative = inhibition, most hits filed as inhibitors; further: on the % scale 0 is the no-effect control and ±100 the full control effect; nearly all actives have a fitted effect of over 50% in size
# Target sequence (O75164 whole entry, looked up, the tested form may be a part): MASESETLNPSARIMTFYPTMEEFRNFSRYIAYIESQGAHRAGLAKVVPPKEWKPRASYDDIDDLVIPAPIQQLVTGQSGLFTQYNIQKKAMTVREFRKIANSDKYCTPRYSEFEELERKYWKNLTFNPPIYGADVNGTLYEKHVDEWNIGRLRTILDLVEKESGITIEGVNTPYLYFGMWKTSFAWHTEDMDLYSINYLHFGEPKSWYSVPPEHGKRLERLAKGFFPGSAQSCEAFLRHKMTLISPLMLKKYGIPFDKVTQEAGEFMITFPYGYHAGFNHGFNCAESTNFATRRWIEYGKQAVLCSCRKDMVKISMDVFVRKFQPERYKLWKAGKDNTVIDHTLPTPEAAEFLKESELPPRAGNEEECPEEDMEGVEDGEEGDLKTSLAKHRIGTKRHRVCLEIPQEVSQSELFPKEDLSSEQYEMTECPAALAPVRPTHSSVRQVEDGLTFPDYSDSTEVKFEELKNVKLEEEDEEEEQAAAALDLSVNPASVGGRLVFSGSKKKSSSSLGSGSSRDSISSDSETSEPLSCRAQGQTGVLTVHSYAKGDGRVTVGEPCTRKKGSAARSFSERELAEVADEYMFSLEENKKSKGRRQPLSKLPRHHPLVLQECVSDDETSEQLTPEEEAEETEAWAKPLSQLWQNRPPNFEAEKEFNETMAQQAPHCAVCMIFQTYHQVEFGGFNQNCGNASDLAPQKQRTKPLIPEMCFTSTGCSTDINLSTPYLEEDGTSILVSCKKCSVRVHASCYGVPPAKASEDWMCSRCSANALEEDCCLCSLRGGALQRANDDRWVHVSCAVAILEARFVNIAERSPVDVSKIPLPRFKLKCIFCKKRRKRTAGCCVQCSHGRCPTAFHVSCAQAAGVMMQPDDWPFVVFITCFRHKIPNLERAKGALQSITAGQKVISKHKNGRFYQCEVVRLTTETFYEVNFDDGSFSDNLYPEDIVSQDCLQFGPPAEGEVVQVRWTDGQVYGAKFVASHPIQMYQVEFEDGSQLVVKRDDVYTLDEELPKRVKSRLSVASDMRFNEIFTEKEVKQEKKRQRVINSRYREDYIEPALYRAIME
# Numbers without * were called inactive; ? = inconclusive; & = joins results of further samples; [ ] = remark or other dose. Unless noted, the call rests on the fitted dose curve; in most records, active means well fitted inhibition curve with a large enough effect; inconclusive means small, poorly fitted or top-dose-only effect; inactive means no such curve, though single readings can be large or run the other way. Potency means the concentration at half of the fitted maximal effect. A portion of the library, so the mix of outcomes need not match the whole.
SMILES,Pin1 inh,HP1b binding inh,JMJD2A Tudor inh
COc1ccc(C2N=C(Nc3nc4ccccc4o3)NC3=C2C(=O)CC(C)(C)C3)cc1 (centres undefined),2%,13%[57 µM],-8%[57.1 µM]
CC(=O)OCC(NC(=O)C(COCc1ccccc1)NC(=O)OC(C)(C)C)C1OC(n2cc(F)c(=O)[nH]c2=O)C(OC(C)=O)C1OC(C)=O (centres undefined),-11%,9%,-12%
O=C1c2ccccc2C(=O)N1c1cccc(N2C(=O)c3ccccc3C2=O)n1,-3%,39%[activator],-9%
CCCC/C=C/[C@@H](c1ccccc1)C1COC(=O)CC1O (some centres undefined),-13%,21%,-17%
NC(C(=O)O)c1nn[nH]n1 (centres undefined),-1%,-15%,10µM*
Nc1nc(SCC(=O)O)c2[nH]cnc2n1,-1%,9%[57 µM],-4%[57.1 µM]
CCN(CC)S(=O)(=O)c1ccc(NC(=O)CSc2nnc3c(n2)[nH]c2ccccc23)cc1,-7%,23%,-25%
c1ccc(CNc2ncnc3nc(N4CCOCC4)[nH]c23)cc1,-5%,33%,-13%
CC12CCC=CC1C(c1ccc(F)c(/C=C/c3ccccc3)c1)N(Cc1ccccc1)C2=O (centres undefined),3%,22%,-14%
C=C(C)[C@@H]1C2=CC(C(=O)OC)=C(C[C@@H](C(=C)C)[C@H]3O[C@H]3C3=C[C@H]1OC3=O)O2,?,56%[activator],-5%
CCC/C=C1/CCCOC(C(=O)NCC2CC2)(C(F)(F)F)C1 (centres undefined),-2%,39%,-8%
Cc1ccc(S(=O)(=O)N2CCN(c3cc(-c4cccs4)nc4ccccc34)CC2)cc1,0%,-1%,-16%
CCN(CC)C(=O)CC(c1ccc(OC)cc1)c1c(OC)cc(OC)c2c(-c3ccccc3)cc(=O)oc12 (centres undefined),11%,5%,?
CS/C(=N\S(=O)(=O)c1ccc(F)cc1)c1ccccc1,-4%,32%,-13%
CCOc1ccc2cc(C#N)c(SCC(=O)OCc3ccccc3)nc2c1,35%[activator],43%[activator],23%
C[C@H]1C(=O)N(S(=O)(=O)c2ccccc2[N+](=O)[O-])[C@H]1c1ccc(-c2ccccc2)cc1,0%,-5%,?
Cc1ccccc1Nc1c(-c2ccc(Cl)s2)nc2ccccn12,-2%,12%,-13%
O=S(=O)(c1ccc2c(Cl)cccc2c1)N1CCN(c2nc(-c3cccs3)nc3ccccc23)CC1,-10%,17%,-5%
O=C(CNC(=O)C1CCCCC1)OCc1ccccc1,-1%,11%[57 µM],11%[57.1 µM]
CC(C)(C)OC(=O)N1CCCC1C(=O)NC1COC2CC(n3ccc(=O)[nH]c3=O)OC12 (centres undefined),-8%,50%[activator],-10%
COc1cc(C(CC(=O)N2CCOCC2)c2c(OC)cc(OC)c3c(-c4ccccc4)cc(=O)oc23)cc(OC)c1OC (centres undefined),-6%,17%,-21%
CCCN1CNc2c(c(=O)[nH]c(=S)n2CCCc2ccccc2)C1,-10%,46%[activator],-9%
CC(=O)OCC(NC(=O)C(Cc1ccccc1)NC(=O)OC(C)(C)C)C1OC(n2cc(C)c(=O)[nH]c2=O)C(OC(C)=O)C1OC(C)=O (centres undefined),2%,20%,-6%
COc1ccc(C2Nc3ccccc3C(=O)N2c2ccccc2F)cc1COc1ccc(NC(C)=O)cc1 (centres undefined),0%,-5%[57 µM],-12%[57.1 µM]
CCc1ccc(OCCCn2c(CCNC(=O)C3CCCCC3)nc3ccccc32)cc1,-5%,20%[57 µM],-16%[57.1 µM]
CCOC(=O)CNS(=O)(=O)c1ccc(F)cc1Br,3%,29%,-12%
COc1ccc(C2C3C=CCC(c4ccccc4)C3C(=O)N2Cc2ccccc2)cc1Cl (centres undefined),1%,3%,-21%
COc1cc(-c2oc3cc(O)cc(O)c3c(=O)c2O)ccc1O,-3%,3%,-36%
C=C[C@@H]1[C@@H](C)[C@H](C)C(=O)C([C@H](O)C(C)C)[C@@H]1C (some centres undefined),6%,38%,-14%
N#Cc1c(NC(=S)NC(=O)c2ccccc2)sc2c1CCCCC2,0%,?,-35%
Cc1ccc(S/C(=N/S(=O)(=O)c2ccc(Cl)cc2)c2ccccc2)cc1,-1%,57%[activator][57 µM],11%[57.1 µM]
O=C(NNc1ccccc1C(F)(F)F)c1sccc1Cl,-4%,50%[activator],-10%
O=C(CNC(=O)C1CCCCC1)OCC(=O)c1ccc(-c2ccccc2)cc1,7%,18%[57 µM],4%[57.1 µM]
CCC(C)C(NC(=O)OC(C)(C)C)C(=O)NC1COC2CC(n3ccc(NC(C)=O)nc3=O)OC12 (centres undefined),0%,25%,3%
O=C1c2ccccc2C(=O)N1c1ccccn1,-17%&-13%,40%[activator],-13%&-15%
COc1ccc(Br)cc1C1NC(c2ccc3c(c2)OCO3)=CC(c2ccccc2O)N1 (centres undefined),1%,8%[57 µM],-24%[57.1 µM]
COc1ccc(CNc2ncnc3nc[nH]c23)cc1,?,56%[activator],-11%
CC1(C)C2CCC1(C)C(NC(=O)COC(=O)c1ccc(S(C)(=O)=O)c([N+](=O)[O-])c1)C2 (centres undefined),4%,14%,-7%
CC1(C)OC(=O)C2(Cc3ccccc3N3CCCC32)C(=O)O1 (centres undefined),-14%,-4%,?
Cc1ccc(SCC(c2ccccc2)N2CCN(CC(C)C)CCC2=O)cc1 (centres undefined),?,24%,-13%

# As entered above.
# O=C1c2ccccc2C(=O)N1c1ccccn1 – HP1b binding inh = 40%[activator]
# Cc1ccc(SCC(c2ccccc2)N2CCN(CC(C)C)CCC2=O)cc1 (centres undefined) – JMJD2A Tudor inh = -13%
# O=C(CNC(=O)C1CCCCC1)OCC(=O)c1ccc(-c2ccccc2)cc1 – JMJD2A Tudor inh = 4%[57.1 µM]

# (listing goes on)
SMILES,Pin1 inh,HP1b binding inh,JMJD2A Tudor inh
Cc1ccc2cc(CN(Cc3ccco3)Cc3nnnn3Cc3ccco3)c(=O)[nH]c2c1,-3%,0%[57 µM],-29%[57.1 µM]
Cc1ccccc1S(=O)(=O)N1CCN(c2nc(-c3cccs3)nc3ccccc23)CC1,2%,33%[activator],-5%
C=CCn1c(SCC)nc2ccccc2c1=O,1%,32%[57 µM],-2%[57.1 µM]
O=C(CNC(=O)c1ccccc1)OCC(=O)c1ccccc1,7%,9%[57 µM],-1%[57.1 µM]
CCCOC(=O)N1CCN(/[N+]([O-])=N/Oc2ccc([N+](=O)[O-])cc2[N+](=O)[O-])CC1,-8%,3%,?
O=C(Nc1nnc(Cc2ccc(Cl)cc2)s1)C1CCN(C(=O)c2ccco2)CC1,1%,-3%,-29%
N#Cc1nc(COc2ccc(-c3ccccc3)cc2)oc1N1CCC(C(N)=O)CC1,1%,10%,-30%
C=CCN(C(C(=O)OC)C(C)C)S(=O)(=O)CCl (centres undefined),-12%,41%[activator],2%
O=c1oc2ccc3ccccc3c2cc1-c1nc2c(s1)CCc1ccccc1-2,?,48%[activator][57 µM],50%[activator][57.1 µM]
CC(=O)Nc1ccn(C2OC(C(COC(C)=O)NC(=O)C(COCc3ccccc3)NC(=O)OC(C)(C)C)C(OC(C)=O)C2OC(C)=O)c(=O)n1 (centres undefined),-5%,13%,-16%
CCCCNC(=O)C(CC)n1c(SCc2cccc(F)c2)nc2ccncc21 (centres undefined),6%,18%[57 µM],1%[57.1 µM]
COc1ccc(C2C=C3CNS(=O)(=O)C3CC2OC(=O)c2ccc(C(F)(F)F)cc2)cc1 (centres undefined),?,24%,-28%
COc1cc(C(CCN2CCCC(C)C2)c2c(OC)cc(OC)c3c(C)cc(=O)oc23)cc(OC)c1OC (centres undefined),-2%,?,-19%
COC(=O)c1nc(N2CCN(S(=O)(=O)c3ccc(C)cc3)CC2)c2ccccc2n1,2%,30%,-22%
COc1ccc2c(c1)c1nnc(SCCN3CCOCC3)nc1n2C,-3%,16%,-14%
Cc1ccc(-c2nc3ccccn3c2Nc2ccc(F)cc2)o1,-8%,17%,?
Nc1nc(NCc2ccc(Cl)c(Cl)c2)c2[nH]cnc2n1,-8%&1%,27%,-26%
CN1CCN(C(=O)c2ccc3c(=O)n(Cc4ccc5c(c4)OCO5)c(=S)[nH]c3c2)CC1,34%[activator],72%[activator],-33%
COc1ccc(CNCc2ccccc2)cc1COc1ccc(NC(C)=O)cc1,-3%,21%,-18%
CC(=O)c1ccc(-c2c(C3C4C=CCC(C)C4C(=O)N3Cc3ccccc3)ccc3ccccc23)cc1 (centres undefined),17%,23%,-30%
O=C(CNC(=O)C1CCCCC1)OCCOc1ccccc1,-4%,35%[57 µM],-10%[57.1 µM]
CCCC/C=C/[C@H](c1ccccc1)[C@H](CO)Cc1ccc([N+](=O)[O-])cc1,?,31%[activator],-10%
CC12CCC=CC1C(c1ccoc1)N(Cc1ccccc1)C2=O (centres undefined),0%,-7%,-33%
COC(=O)CN1C(=O)[C@@H]2[C@H](C1=O)[C@@H]1CC(C(=O)OC)=C[C@@H](C(=O)OC)C3C1=C(C(=O)C31CCCCC1)[C@@H]2C (some centres undefined),3%,5%,-17%
COC(=O)C1=C[C@@H](C(=O)OC)C2C3=C(C(=O)[C@]2(C)NC(=O)c2ccccc2)[C@H](C)n2c(=O)n(C)c(=O)n2[C@@H]3C1 (some centres undefined),-6%,21%,-8%
Cc1ccc2[nH]c(=O)c(CN(CCCO)Cc3nnnn3Cc3ccco3)cc2c1,-1%,19%[57 µM],-21%[57.1 µM]
S=C(NCCCc1cnc[nH]1)NCCCN(Cc1ccc(Cl)cc1)c1ccc(Br)cc1,-2%,32µM*,4.5µM*
O=c1c2ccccc2sn1-c1cc(S(=O)(=O)N2CCOCC2)ccc1N1CCCCC1,-6%,?,13µM*
CCCN1CNc2c(c(=O)[nH]c(=S)n2CCc2ccc(Cl)cc2)C1,-7%,29%,-16%
Cc1ccc2[nH]c(=O)c(CN(Cc3ccco3)Cc3nnnn3Cc3ccccc3)cc2c1,6%,5%[57 µM],-28%[57.1 µM]
O=C(COC(=O)C12CC3CC(CC(Br)(C3)C1)C2)NCc1ccco1,?,13%,-5%
CCN1CCc2c(sc(NC(=S)NC(=O)c3cccc(F)c3)c2C(N)=O)C1,?,?,?
C=C1CN(C(C(=O)OC)C(C)C)S(=O)(=O)c2ccc(F)cc21 (centres undefined),-9%,43%[activator],-3%
COc1ccccc1N1CCN(C(c2ccccc2)c2nnnn2Cc2ccccc2)CC1 (centres undefined),4%,21%,-17%
O=C(c1ccc2c(=O)n(Cc3ccco3)c(=S)[nH]c2c1)N1CCCC1,?,16%,-18%
O=C(NCC1CC1)C1(C(F)(F)F)C/C(=C\CCO)CCCO1 (centres undefined),3%,-2%,-12%
C[C@@H](/C=C/c1ccc2ccccc2c1)C1COC(=O)C[C@H]1O (some centres undefined),4%,38%,-16%
C=CCNC(=O)c1ccc2nc(-c3ccco3)c(-c3ccco3)nc2c1,20%,-1%[57 µM],-28%[57.1 µM]
CN1CCC(=O)N(C(CSc2ccc(Br)cc2)Cc2ccccc2)CC1 (centres undefined),-19%,2%,-29%
O=[S+]([O-])([O-])c1ccc2c(c1)cc([S+](=O)([O-])[O-])c1nn(-c3ccc(/C=C/c4ccc(-n5nc6c([S+](=O)([O-])[O-])cc7cc([S+](=O)([O-])[O-])ccc7c6n5)cc4[S+](=O)([O-])[O-])c([S+](=O)([O-])[O-])c3)nc12,-27%,-22%,56µM*

# Compounds from the list above containing two or more sulfur atoms:
SMILES,Pin1 inh,HP1b binding inh,JMJD2A Tudor inh
CCN(CC)S(=O)(=O)c1ccc(NC(=O)CSc2nnc3c(n2)[nH]c2ccccc23)cc1,-7%,23%,-25%
Cc1ccc(S(=O)(=O)N2CCN(c3cc(-c4cccs4)nc4ccccc34)CC2)cc1,0%,-1%,-16%
CS/C(=N\S(=O)(=O)c1ccc(F)cc1)c1ccccc1,-4%,32%,-13%
O=S(=O)(c1ccc2c(Cl)cccc2c1)N1CCN(c2nc(-c3cccs3)nc3ccccc23)CC1,-10%,17%,-5%
N#Cc1c(NC(=S)NC(=O)c2ccccc2)sc2c1CCCCC2,0%,?,-35%
Cc1ccc(S/C(=N/S(=O)(=O)c2ccc(Cl)cc2)c2ccccc2)cc1,-1%,57%[activator][57 µM],11%[57.1 µM]
Cc1ccccc1S(=O)(=O)N1CCN(c2nc(-c3cccs3)nc3ccccc23)CC1,2%,33%[activator],-5%
O=c1c2ccccc2sn1-c1cc(S(=O)(=O)N2CCOCC2)ccc1N1CCCCC1,-6%,?,13µM*
CCN1CCc2c(sc(NC(=S)NC(=O)c3cccc(F)c3)c2C(N)=O)C1,?,?,?
O=[S+]([O-])([O-])c1ccc2c(c1)cc([S+](=O)([O-])[O-])c1nn(-c3ccc(/C=C/c4ccc(-n5nc6c([S+](=O)([O-])[O-])cc7cc([S+](=O)([O-])[O-])ccc7c6n5)cc4[S+](=O)([O-])[O-])c([S+](=O)([O-])[O-])c3)nc12,-27%,-22%,56µM*

# Screening data deposited in PubChem BioAssay by National Center for Advancing Translational Sciences (NCATS).
